EPAC1 ag: qHTS for Agonist of cAMP-regulated guanine nucleotide exchange factor 3 (EPAC1): primary screen; AID 720707, 2013; Potency, µM (highest dose often 154 µM), for the others: at the highest dose activation, hits mostly activators; Rap guanine nucleotide exchange factor 3 (Homo sapiens), O95398; EPAC1 agonist qHTS, biochemical assay; response scale: 100% = response to 6.5 mM cAMP; 360,000 tested, 0.073% active; also: potency is read from the fitted curve at half-maximal effect; nearly all actives have a fitted effect of over 60% in size
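Fluorescent GDP-exchange assay: 100 nM EPAC1 with 250 nM Rap1B preloaded with BODIPY-GDP and 50 uM GDP; compounds tested as concentration series, 5 min at room temperature, then read every 5 min for 30 min (ex 480/em 540 nm); normalized to 6.5 mM cAMP.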
Mm-Cpn inhibitor: Inhibitors of TCP-1 ring complex (TRiC) of Methanococcus maripaludis (MmCpn): qHTS. Chaperonin Mm-Cpn (Methanococcus maripaludis). purified Mm-Cpn ATPase, ADP Transcreener TR-FRET. Potency, µM (titrated, usually from 76.9 µM), for inactives: top-dose activity, negative = inhibition, actives largely listed as inhibitors. 330,000 tested, 0.031% active. AID 504842, 2011; also: potency is read from the fitted curve at half-maximal effect; % is scaled to controls: 0 for no effect and ±100 for the full control effect; nearly all actives have a fitted effect of over 80% in size
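ATP (10 uM final) was added to archaeal chaperonin (25 nM final) after 10 min exposure to test compound at 37°C; after 30 min further incubation, ADP was detected by competitive TR-FRET.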
PLK1 PBD inh: qHTS for Inhibitors of PLK1-PDB (polo-like kinase 1 - polo-box domain): Primary Screen. Plk1 PBD binding of FITC phosphopeptide, fluorescence polarization. Potency, µM, for the others: max response, negative = inhibition, hits mostly inhibitors. 360,000 tested, 2.8% active; also: potency is read from the fitted curve at half-maximal effect; series mostly up to about 57 µM; % is scaled to controls: 0 for no effect and ±100 for the full control effect; nearly all actives have a fitted effect of over 65% in size
Target sequence (P53350 whole entry, looked up, the tested form may be a part): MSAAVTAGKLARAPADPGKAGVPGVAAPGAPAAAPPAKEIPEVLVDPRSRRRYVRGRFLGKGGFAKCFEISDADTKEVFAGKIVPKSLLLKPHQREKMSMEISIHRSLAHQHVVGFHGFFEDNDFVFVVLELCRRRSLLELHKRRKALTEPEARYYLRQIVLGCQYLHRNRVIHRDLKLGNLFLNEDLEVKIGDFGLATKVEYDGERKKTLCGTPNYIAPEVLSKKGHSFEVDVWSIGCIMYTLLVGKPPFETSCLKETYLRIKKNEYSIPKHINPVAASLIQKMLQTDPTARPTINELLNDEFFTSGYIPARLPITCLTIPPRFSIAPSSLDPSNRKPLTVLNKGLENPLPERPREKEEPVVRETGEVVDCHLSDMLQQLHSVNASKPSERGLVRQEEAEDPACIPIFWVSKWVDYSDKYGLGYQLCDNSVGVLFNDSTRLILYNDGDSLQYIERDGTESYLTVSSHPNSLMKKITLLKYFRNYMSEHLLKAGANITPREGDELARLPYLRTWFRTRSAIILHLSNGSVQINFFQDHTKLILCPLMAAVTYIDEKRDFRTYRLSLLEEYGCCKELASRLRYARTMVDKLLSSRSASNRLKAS
WRN inhibitor: qHTS for Inhibitors of WRN Helicase | Potency, µM (series often up to 114 µM), for the others: at the top dose activity change, negative = inhibition, actives largely listed as inhibitors | WRN helicase unwinding, fluorescent forked duplex, kinetic | 360,000 tested, 0.46% active; also: potency is read from the fitted curve at half-maximal effect; % is scaled to controls: 0 for no effect and ±100 for the full control effect; nearly all actives have a fitted effect of over 55% in size
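Fluorescence dequenching readout, ex 525 nm/em 598 nm, kinetic mode: forked duplex DNA (100 nM final) with adjacent fluorophore and quencher unwound by WRN (20 nM final) with 2 mM ATP. Compound preincubation 15 min, room temperature.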
CCT modulator: High-Throughput Screening for Modulators of Cytosolic Chaperonin Activity. purified chaperonin ATPase assay, HTRF ADP detection, 30 min. activity change, % (test concentration not listed), hits read low. 360,000 tested, 0.3% active. AID 651819, 2012; in the data active = activity change below about -30%; also: % is scaled to controls: 0 for no effect and ±100 for the full control effect
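Enzyme 40 or 20 nM (batch-dependent) in Tris pH 7.4/KCl/MgCl2/DTT; cpd 76 uM single point; ATP 10 uM; 30 min 37 °C; Transcreener ADP HTRF detection, 30 min RT; ratio 665/615.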
PI5P4Ka inh: qHTS for Inhibitors of phosphatidylinositol 5-phosphate 4-kinase (PI5P4K). Phosphatidylinositol 5-phosphate 4-kinase type-2 alpha (Homo sapiens), P48426. PI5P4Kalpha enzyme, ADP-Glo luminescence, 60 min; active compounds read low. max response, %. 330,000 tested, 1.2% active; active = max response of -50% or lower; inconclusive = between -30% and -50%; inactive = -30% or higher; also: value at the top dose of about 77 µM; % is scaled to controls: 0 for no effect and ±100 for the full control effect
Target sequence (P48426 whole entry, looked up): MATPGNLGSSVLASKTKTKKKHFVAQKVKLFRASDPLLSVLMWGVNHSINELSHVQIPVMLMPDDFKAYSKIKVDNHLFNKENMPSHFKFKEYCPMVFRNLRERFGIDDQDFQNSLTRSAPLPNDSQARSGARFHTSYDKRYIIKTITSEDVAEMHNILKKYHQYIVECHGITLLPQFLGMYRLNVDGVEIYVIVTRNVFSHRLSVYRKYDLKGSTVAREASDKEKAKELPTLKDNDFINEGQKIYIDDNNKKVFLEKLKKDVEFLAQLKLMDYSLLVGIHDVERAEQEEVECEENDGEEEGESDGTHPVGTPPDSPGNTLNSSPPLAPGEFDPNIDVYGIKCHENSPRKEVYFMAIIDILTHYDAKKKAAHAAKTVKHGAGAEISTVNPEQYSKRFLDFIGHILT
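Enzyme plus substrate dispensed, test compounds pinned in, then ATP (5 microM final) added. After 60 min at RT, ADP-Glo reagent 1 for 45 min and reagent 2 for 30 min preceded luminescence imaging.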
EPAC1 antag: qHTS for Antagonist of cAMP-regulated guanine nucleotide exchange factor 3 (EPAC1): primary screen. EPAC1 GEF assay, Rap1b-BODIPY-GDP exchange fluorescence. Potency, µM (doses to about 115 µM), without a hit: top-dose activity change, negative = inhibition, actives largely listed as inhibitors. 360,000 tested, 0.14% active. AID 720709, 2013;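 also: potency is read from the fitted curve at half-maximal effect; plate controls were vehicle for no effect and positive control for full effect; nearly all actives have a fitted effect of over 50% in size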
EPAC2 antag: qHTS for Antagonist of cAMP-regulated guanine nucleotide exchange factor 2 (EPAC2): primary screen. 360,000 tested, 0.18% active. EPAC2 GEF exchange of Rap1B-BODIPY-GDP, fluorescence. Rap guanine nucleotide exchange factor 4 (Homo sapiens), Q8WZA2. Potency, µM (doses to about 114 µM), without a hit: at the top dose activity, negative = inhibition, hits mostly inhibitors. AID 720708, 2013; also: potency is read from the fitted curve at half-maximal effect; % is scaled to controls: 0 for no effect and ±100 for the full control effect; nearly all actives have a fitted effect of over 45% in size; many of its hits are not listed in these tables
* marks the source's active call; other numbers are inactive results; ? = inconclusive; . = not tested or not shown; [ ] = remark or other dose. Unless noted, calls follow the shape of the dose curve; as a rule, active = well fitted curve in the direction sought with a large enough effect; inconclusive = small, poorly fitted or top-dose-only effect, or another doubt; inactive = no such curve, though single readings can be large; an effect the other way counts as inactive or inconclusive. A portion of the library. The share of hits here may be higher or lower than overall.

SMILES	EPAC1 ag	Mm-Cpn inhibitor	PLK1 PBD inh	WRN inhibitor	CCT modulator	PI5P4Ka inh	EPAC1 antag	EPAC2 antag
NC(=O)c1ccc(NC(=O)Cc2csc(-c3ccccc3)n2)cc1	-5%	-2%	0%	0%	-1.1	-3	13%	0%
COC(=O)c1sc(N)c(C(=O)OC)c1COC(=O)C12CC3CC(CC(O)(C3)C1)C2	-8%	1%	0%	-9%	0.3	1	-3%	12%
CCN(CC)c1ccc(NC(=O)COC(=O)c2cccs2)cc1	1%	-6%	-1%	3%	-0.2	.	12%	0%
CC(C)CNC(=O)c1cccc(NC(=O)Cc2ccc(Cl)cc2)c1	-5%	0%	-4%	18%	-0.1	7	9%	10%
O=C1C(=Cc2cccs2)C(=O)c2ccccc21	-4%	-3%	8.4µM*	-19%	-3.7	9	-7%	-2%
COc1cc(OC)c(NC(=O)c2cc(S(=O)(=O)N3CCOCC3)cn2C)cc1Cl	-7%	2%	-16%	-6%	-1.8	5	-25%	-3%
O=C(O)C1CCCCC1C(=O)Nc1cnn(Cc2ccccc2)c1 (stereo not given)	-5%	-1%	-5%	5%	-0.1	-5	-3%	9%
COc1ccc(C)cc1NC(=S)NNC(=O)c1c(Br)cnn1C	-7%	-1%	-7%	2%	-0.8	-1	-6%	0%
COc1ccc(OC)c(S(=O)(=O)Nc2cc(Cl)cc(Cl)c2)c1	-3%	-3%	-4%	-6%	-0.1	.	-2%	4%
CSCC(=O)N1CCCC(N2CCN(c3cccc(C(F)(F)F)c3)CC2)C1 (stereo not given)	2%	-1%	-6%	7%	0.5	5	-24%	-12%
C=CCN1C(=O)C2(OCCCO2)c2cc(CCCC)ccc21	7%	0%	7%	-6%	1.7	0	?	-9%
CCOc1ccccc1CNC(=O)c1cc2oc3ccccc3c2n1CC	7%	-7%	-4%	-8%	-5.2	2	-13%	-1%
CC(=O)N(C1=C(Cl)C(=O)c2ccccc2C1=O)c1ccc(C(=O)O)cc1	9%	-2%	3µM*	35µM*	1.1	-82*	8%	-4%
CC1=CC(C)(C)C(C(=O)O)C(C(=O)O)C1 (stereo not given)	1%	1%	?	9%	-2.3	-9	3%	4%
O=C(CN1CCN(c2ccccc2)CC1)N1CCN(c2ccccc2)CC1	10%	1%	-7%	8%	-2.9	-1	-1%	-1%
Cc1ccc(CNc2ccc3c(c2)ncn3C(C)(C)C)cc1	7%	-4%	-4%	-6%	-0.2	5	-7%	-12%
CC1(C)CC(CCNC(=O)c2ccc(-n3cnnn3)cc2)CC(C)(C)N1	1%	0%	-3%	-3%	0.7	-4	-4%	9%
COc1ccc(-c2csc(NC(=O)CN3C(=O)NC4(CCCC4)C3=O)n2)cc1	-1%	-2%	-6%	-7%	-0.7	-6	11%	1%
O=C(CN1CCOCC1)Nc1ccc(C2CCCCC2)cc1	-1%	0%	0%	4%	-1.3	.	4%	6%
O=C(OCC(=O)c1ccco1)c1ccc2ncsc2c1	19%	0%	-17%	-2%	1.2	0	-7%	-2%

16 compounds already listed, arranged by molar mass, lowest first:
SMILES	EPAC1 ag	Mm-Cpn inhibitor	PLK1 PBD inh	WRN inhibitor	CCT modulator	PI5P4Ka inh	EPAC1 antag	EPAC2 antag
CC1=CC(C)(C)C(C(=O)O)C(C(=O)O)C1 (stereo not given)	1%	1%	?	9%	-2.3	-9	3%	4%
O=C1C(=Cc2cccs2)C(=O)c2ccccc21	-4%	-3%	8.4µM*	-19%	-3.7	9	-7%	-2%
O=C(OCC(=O)c1ccco1)c1ccc2ncsc2c1	19%	0%	-17%	-2%	1.2	0	-7%	-2%
O=C(CN1CCOCC1)Nc1ccc(C2CCCCC2)cc1	-1%	0%	0%	4%	-1.3	.	4%	6%
O=C(O)C1CCCCC1C(=O)Nc1cnn(Cc2ccccc2)c1 (stereo not given)	-5%	-1%	-5%	5%	-0.1	-5	-3%	9%
NC(=O)c1ccc(NC(=O)Cc2csc(-c3ccccc3)n2)cc1	-5%	-2%	0%	0%	-1.1	-3	13%	0%
CC(C)CNC(=O)c1cccc(NC(=O)Cc2ccc(Cl)cc2)c1	-5%	0%	-4%	18%	-0.1	7	9%	10%
CC1(C)CC(CCNC(=O)c2ccc(-n3cnnn3)cc2)CC(C)(C)N1	1%	0%	-3%	-3%	0.7	-4	-4%	9%
COc1ccc(OC)c(S(=O)(=O)Nc2cc(Cl)cc(Cl)c2)c1	-3%	-3%	-4%	-6%	-0.1	.	-2%	4%
O=C(CN1CCN(c2ccccc2)CC1)N1CCN(c2ccccc2)CC1	10%	1%	-7%	8%	-2.9	-1	-1%	-1%
CC(=O)N(C1=C(Cl)C(=O)c2ccccc2C1=O)c1ccc(C(=O)O)cc1	9%	-2%	3µM*	35µM*	1.1	-82*	8%	-4%
COc1ccc(C)cc1NC(=S)NNC(=O)c1c(Br)cnn1C	-7%	-1%	-7%	2%	-0.8	-1	-6%	0%
COc1ccc(-c2csc(NC(=O)CN3C(=O)NC4(CCCC4)C3=O)n2)cc1	-1%	-2%	-6%	-7%	-0.7	-6	11%	1%
CSCC(=O)N1CCCC(N2CCN(c3cccc(C(F)(F)F)c3)CC2)C1 (stereo not given)	2%	-1%	-6%	7%	0.5	5	-24%	-12%
COC(=O)c1sc(N)c(C(=O)OC)c1COC(=O)C12CC3CC(CC(O)(C3)C1)C2	-8%	1%	0%	-9%	0.3	1	-3%	12%
COc1cc(OC)c(NC(=O)c2cc(S(=O)(=O)N3CCOCC3)cn2C)cc1Cl	-7%	2%	-16%	-6%	-1.8	5	-25%	-3%

Continued:
SMILES	EPAC1 ag	Mm-Cpn inhibitor	PLK1 PBD inh	WRN inhibitor	CCT modulator	PI5P4Ka inh	EPAC1 antag	EPAC2 antag
COc1ccc(NC(=O)CSc2nc(C)c3c(c2C#N)CCCC3)cc1	-2%	0%	0%	10%	-0.2	.	14%	22%
CCN(CC)C(=O)COc1ccc(-c2nnc(Nc3ccc(OC)c(C(=O)NC)c3)c3ccccc23)cc1	2%	0%	-3%	-22%	-0.7	3	7%	0%
O=C(Nc1ccncc1)C1CCN(S(=O)(=O)c2ccccc2C(F)(F)F)CC1	2%	-13%	1%	-22%	1.0	3	-2%	15%
O=C(COC(=O)C1CCN(S(=O)(=O)c2cccs2)CC1)NCc1ccccc1	-3%	0%	4%	2%	1.2	0	20%	-9%
CCOC(=O)c1oc2ccccc2c1CN1CCCCC1	9%	1%	-1%	-6%	-1.1	1	-3%	0%
O=C(COc1ccc([N+](=O)[O-])cc1)NNC(=O)c1cccs1	10%	2%	-9%	-7%	2.7	0	2%	5%
CN(CC(=O)NCc1cccnc1)S(=O)(=O)c1ccc2c(c1)c(=O)n(C)c(=O)n2C	9%	1%	-11%	-2%	-1.9	1	8%	-7%
O=c1[nH]c2cc3c(cc2cc1C(c1nnnn1Cc1ccccc1)N1CCCCCC1)OCCO3 (stereo not given)	6%	-5%	0%	4%	0.2	-9	-2%	12%
COCCCNCC(O)COc1ccccc1F (stereo not given)	0%	-3%	-2%	-5%	0.7	7	-3%	14%
CCc1ccc(NC(=O)CCNC(=O)Cn2ccc3ccccc3c2=O)cc1	2%	-18%	-14%	0%	-2.6	-2	?	11%
O=C(COC(=O)C1C2CC3OC(=O)C1C3C2)Nc1ccc(Br)cc1 (stereo not given)	0%	3%	0%	4%	0.1	-1	15%	3%
O=C(NCC(c1ccco1)N1CCc2ccccc2C1)C(=O)Nc1cc(F)ccc1F (stereo not given)	5%	-1%	-1%	2%	0.0	9	5%	-1%
COc1ccc(N2C(=O)CC(n3c(CCCCO)nc4ccccc43)C2=O)cc1 (stereo not given)	-8%	3%	-15%	-12%	-0.7	-5	-14%	-5%
CN(CC(=O)Nc1ccccc1[N+](=O)[O-])Cc1ccc(Br)cc1	0%	2%	8%	-4%	1.4	22	-3%	?
OC1CC(c2ccco2)NC2(CCCCC2)C1 (stereo not given)	-2%	1%	-7%	11%	-0.8	-7	-2%	-3%
Cn1cnnc1SCC(=O)Nc1ccccc1F	8%	0%	-8%	-1%	-1.8	-1	4%	11%
O=C(COC(=O)c1cnccn1)Nc1ccc2c(c1)OCO2	1%	0%	-2%	10%	0.4	-28	-6%	9%
COCCOC(=O)C1=C(C)Nc2nc(C)nn2C1c1ccccc1 (stereo not given)	6%	-1%	-4%	-9%	-0.3	.	-12%	-3%
O=C(C[C@@H]1C/C=C/CCCC(=O)O[C@H](c2ccccc2)CNC1=O)NCCO	-1%	-5%	2%	13%	-6.9	-8	14%	16%
Cc1ncc([N+](=O)[O-])n1CC(=O)NC1CCCCCC1	7%	0%	-6%	-10%	1.1	-7	-7%	2%
CCc1ccc(/C(C)=N/NC(=O)c2ccc(-n3cnnn3)cc2)cc1	1%	-22%	-10%	2%	-2.9	-11	-27%	-1%
COc1ccc(-n2c(C)nn(C)c2=O)c(OC)c1	11%	3%	-5%	7%	-2.2	0	5%	0%
CN1CCC[C@H]1CCNc1ccc2c(=O)c3ccccc3n(C)c2c1	-17%	.	-7%	?	-2.2	-4	-6%	-5%
CCOC(=O)[C@@H]1[C@H]2COc3ccccc3[C@@H]2N2C(=O)N(c3cccc(F)c3)C(=O)[C@@]12C	-2%	-6%	-2%	-24%	-0.3	1	?	-6%
COc1ccc(Nc2nc3c(C)cccn3c(=O)c2C=O)cc1	-3%	4%	-1%	-2%[57.1 µM]	-0.6	-3	-10%	3%
O=C(NNC(=O)C1C2CCC(C2)C1C(=O)O)c1cccc(Cl)c1 (stereo not given)	5%	0%	3%	4%	1.5	4	-2%	4%

Source: PubChem BioAssay
